OXTR ag – human OXTR agonism | AID 2435 | actives 0.32% (n = 320,000) | activation, % at 3 µM | CHO-OTR cells, Fluo-8 calcium fluorescence; normalized: DMSO 0%, oxytocin 100% | P30559;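 active = activation above the mean of all tested compounds plus 3 SD, cutoff set per screening run, cut at about 20% in these data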;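 note: peak over basal fluorescence ratio from a 100 s FLIPR kinetic read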
Target sequence (P30559 whole entry, looked up): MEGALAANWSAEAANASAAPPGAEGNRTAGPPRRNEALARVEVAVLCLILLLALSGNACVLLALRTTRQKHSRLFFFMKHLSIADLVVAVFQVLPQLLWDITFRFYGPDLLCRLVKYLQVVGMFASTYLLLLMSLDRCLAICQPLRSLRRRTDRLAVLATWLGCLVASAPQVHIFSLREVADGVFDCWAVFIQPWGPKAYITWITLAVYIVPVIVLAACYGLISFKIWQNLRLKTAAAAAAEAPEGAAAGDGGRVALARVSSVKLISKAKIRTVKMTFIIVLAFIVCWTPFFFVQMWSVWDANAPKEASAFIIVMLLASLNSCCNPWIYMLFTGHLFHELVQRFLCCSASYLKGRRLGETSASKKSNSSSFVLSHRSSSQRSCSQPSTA
NALP1 yeast inh – NALP1 inhibition | actives 0.61% (n = 280,000) | S. cerevisiae NALP1/ASC/caspase-1 growth, X-gal OD620, 72 h | AID 2071 | inhibition, % at 10 µM; in the data active = inhibition mostly above about 24%, no sharp cut-off; inactive = mostly below about 32%; note: some compounds called inactive have numbers as strong as hits
MEKK2 mut-MEK5 – signal of MEK5 binding to mutant human MEKK2 PB1 domain | actives 0.35% (n = 290,000) | AID 1530 | bead flow cytometry, Alexa488-MEK5 binding to MEKK2 mutant | percent response, % at 10 µM; in the data active = percent response above about 24%, passing the limit was not always enough; note: inactives centre near 1; some results filed as inactive read as strong as hits
M18AAP inhibitor – PfM18AAP enzyme inhibition. AID 1822. actives 1.2% (n = 290,000). recombinant PfM18AAP, H-Glu-NHMec fluorogenic cleavage. inhibition, % at 7.35 µM;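 active = inhibition above the campaign mean inhibition over all tested compounds plus 3 SD, cut at about 28% in these data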;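 note: 0% = plate median of test compound wells and 100% = 2 mM ZnCl2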
GalR3 antagonist – human GalR3 antagonism | O60755 | HEK293 GalR3-CNG cAMP membrane potential fluorescence; galR3 body fused to GalR1 C-terminus | inhibition, % at 3 µM | actives 0.44% (n = 360,000) | AID 651719;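 active = inhibition above the screen-wide average plus 3 SD, cut at about 13% in these data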;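 note: forskolin and galanin both at EC90 stimulate the cells; cAMP rise reported by CNG channel membrane potential dye signal; 0% = forskolin plus galanin with DMSO and 100% = forskolin alone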
GPR7 antagonist – blocks human GPR7 receptor signaling | AID 1861 | inhibition, % at 4.4 µM | actives 1.1% (n = 290,000) | GPR7-expressing cells, fluorescence antagonist assay; in the data active = inhibition above about 16%, passing the limit was not always enough;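 note: cells stimulated with the agonist NPW; 0% = agonist with vehicle and 100% = vehicle without agonist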
Target sequence (P48145 whole entry, looked up): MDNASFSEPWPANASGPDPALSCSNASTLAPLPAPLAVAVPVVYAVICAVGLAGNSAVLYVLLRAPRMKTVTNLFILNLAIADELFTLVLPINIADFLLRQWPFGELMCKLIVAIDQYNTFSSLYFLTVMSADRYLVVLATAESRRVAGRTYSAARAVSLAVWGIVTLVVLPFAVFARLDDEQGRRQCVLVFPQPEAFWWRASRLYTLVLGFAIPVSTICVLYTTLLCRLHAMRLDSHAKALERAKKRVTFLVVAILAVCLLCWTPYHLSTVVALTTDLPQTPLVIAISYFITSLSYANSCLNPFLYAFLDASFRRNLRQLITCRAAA
V1aR counter – V1a receptor agonism, counter-screen for OXTR agonists. P37288. CHO-V1R cells, Fluo-8 calcium fluorescence, agonist mode; 0% DMSO, 100% 3 nM vasopressin. activation, % at 3 µM. actives 0.25% (n = 320,000);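 active = activation above the mean activation of all tested compounds plus 3 SD, per screening run, cut at about 20% in these data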;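 note: signal is peak over basal fluorescence ratio across a 100 second FLIPR read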
MEKK2 WT-MEK5 – raises or lowers MEK5 binding to wildtype human MEKK2 PB1 domain; Q9Y2U5; bead flow cytometry, Alexa488-MEK5 binding to MEKK2 WT; actives lie on both sides; binding response (% of control), % at 10 µM; actives 1.1% (n = 290,000); AID 1531; in the data active = binding response below about 67% or above about 130%
OXTR potentiator – potentiators of human oxytocin receptor | actives 0.061% (n = 320,000) | CHO-OTR cells, Fluo-8 calcium fluorescence, potentiator mode; 0% = oxytocin EC15, 100% = EC100 | P30559 | activation, % at 3 µM | AID 2445;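 active = activation above that plate's cutoff, the mean activation of tested compounds plus 3 SD, cut at about 6.6% in these data, passing the limit was not always enough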;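 note: 100% uses oxytocin at 75 nM as the full agonist control; some results filed as inactive read as strong as hits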
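Material: CHO-OTR cells, human receptor; compound dosing: single dose, 3.0 µM nominal final compound concentration; schedule: 6 min compound pre-incubation at room temperature, 100 s kinetic read; measured by: kinetic Fluo-8 calcium fluorescence; read-out basis: % activation vs EC15 and EC100 oxytocin; controls: EC15 oxytocin alone as 0%, 75 nM oxytocin as 100%; replicates: singlicate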
The depositor's hits bear a star; · = not tested or not shown; & = joins results of further samples; [ ] = remark or other dose. Hits appear at their usual frequency; overall some 4.1% were active at least once.

compound	GalR3 antagonist	OXTR ag	M18AAP inhibitor	OXTR potentiator	MEKK2 WT-MEK5	NALP1 yeast inh	MEKK2 mut-MEK5	V1aR counter	GPR7 antagonist
Cc1ccc(CNC(=O)CCS(=O)(=O)c2cccc3nonc23)cc1	-2	-0.4	6	-8	107	5	4	0.8	-9
CCN(CCCNC(=O)CCNC(=O)Cn1cnc2ccccc2c1=O)c1ccccc1	1	-1.1	3	-13	118	1	9	0.1	3
Cc1ccc(C2C(C(=O)c3cccs3)=C(O)C(=O)N2c2cccc(C)n2)cc1 (stereo unspecified)	4	-1.8	1	0	100	-7	-1	0.2	-17
COc1cccc2[nH]c3c(Cl)ncnc3c12	-7	0.7	1	3	113	18	2	0.1	-4
CN(Cc1cnc2nc(N)nc(N)c2n1)c1ccc(C(=O)N[C@@H](CCC(=O)O)C(=O)O)cc1	-2&-4	0.8&0.7	·	-6&-2	105	·	1	0.2&0.3	·
NC(=O)Cc1ncc(C(F)(F)F)cc1Cl	-5	0.6	5	-8	103	9	10	-0.1	-10
CC(C)(C)C(=O)Nc1ccc(S(=O)(=O)Nc2ccccn2)cc1	1	0.4	-12	3	98	11	-4	4.8	-4
O=C(COC(=O)c1cccc(F)c1)Nc1ccc(Cl)cn1	-3	-0.6	·	-4	·	·	·	0.4	·
CCCCn1c(N)c(-c2nc3ccccc3o2)c2c([N+](=O)[O-])nn(C)c(=O)c21	-3	-0.3	3	-1	112	23	0	-0.8	-12
COc1ccc(S(=O)(=O)Nc2cccc(S(=O)(=O)N3CCCC3)c2)cc1OC	-4	1.7	·	-10	·	·	·	0.3	·
CC(NC(=O)c1ccco1)c1ccc(-n2ccnc2)cc1 (stereo unspecified)	-2	-0.5	·	-7	·	·	·	0.0	·
CCOC(=O)C1=C(N)OC2=C(C(=O)CC(C)C2)C1c1cccnc1 (stereo unspecified)	-1	0.4	0	-3	99	34	0	1.2	-9
Cn1c(=O)n(CCO)c(=O)c2c1nc(Br)n2Cc1ccccc1	-3	·	-7	·	107	6	6	·	-9
CSc1ccc(/C=C/C(=O)c2ccc(NC(=O)C(C)C)cc2)cc1	-4	0.2	-5	-8	96	4	8	0.3	11
Cc1ccc(C(=O)NNC2CC(=O)N(c3ccc4c(c3)OCCO4)C2=O)cc1 (stereo unspecified)	1	-1.1	18	1	104	16	4	-0.3	-13
O=C(c1nc2ccccc2[nH]1)c1ccccc1[N+](=O)[O-]	-2	0.0	2	4	82	14	-22	1.8	-12
Cc1cccc(-n2c(-c3ccncc3)n[nH]c2=S)c1	-1	1.1	8	0	106	-3	16	0.7	0
CCCOP(=O)(OCCC)c1nc(-c2ccccc2)oc1NCc1ccccc1	-7	-2.3	1	-6	102	26	2	-2.0	-13
CCOC(=O)c1nn(-c2ccc(Cl)cc2)c2nc(CC)c(C#N)c(=O)n12	-7	-2.3	7	-6	101	0	5	-1.0	-10
CCN(CC)c1ccc(C2=NNC(=O)CC2C)cc1[N+](=O)[O-] (stereo unspecified)	52*	0.2	2	-2	107	28	6	2.5	-17
CCn1c(SCC(=O)NC2CCCC2)nnc1C(C)NC(=O)c1ccccc1Br (stereo unspecified)	-9	0.5	7	-5	96	-2	-2	0.4	-6
CCc1nnc(NC(=O)CSc2nc(SC)ns2)s1	2	-0.9	-15	-1	97	6	-2	0.6	-8
COc1ccc2sc3ccccc3c(=O)c2c1OC	3	-1.6	1	5	·	1	·	1.3	-9
O=C(Cn1nnc(-c2ccccc2)n1)NNC(=O)c1ccccc1	-3	1.0	3	-1	96	1	-1	-0.7	-9
CC(C)CC(C(=O)O)C(C)CC(=O)Nc1ccn(-c2ccccc2)n1 (stereo unspecified)	2	1.2	-1	-2	103	-86	3	0.0	-2
CC1CCCC(C)N1C(=O)COC(=O)c1cncc(Br)c1 (stereo unspecified)	-4	0.7	·	1	·	·	·	1.1	·
Cc1c(C(=O)Nc2ccncc2)oc2ccccc12	-3	2.6	-4	-8	97	23	-2	6.5	2
N#CCSc1nnc(Cc2cccc3ccccc23)n1C1CCCCC1	0	-1.0	1	-3	99	-1	-1	0.3	-2
CCCn1c(=O)c(C(=O)OCC)c(O)c2cc(Br)ccc21	-2	-0.8	4	0	93	8	-12	-0.6	-3
Cn1cccc1/C=C1\SC(=S)N(NC(=O)c2ccccc2)C1=O	0	1.2	-3	-8	83	38	-3	1.3	-9
COc1ccc(Nc2ncnc3nc[nH]c23)cc1OC	·	-0.4	0	-3	106	17	12	0.2	-3
CCOCCCNC(=O)c1ccc(CS(=O)(=O)c2cccc(C(F)(F)F)c2)o1	-8	-1.2	78*	-3	105	23	2	1.3	7
CC(=O)NC12CC3CC(C1)CC(C(=O)OCC(=O)Nc1c(F)cccc1F)(C3)C2	0	-0.9	·	-9	·	·	·	0.2	·
CCOC(=O)c1c(NC(=O)CC)sc2c1CCN(Cc1ccccc1)C2	·	4.1	6	-5	100	2	1	22*	3
CC(/C=N/NC(=O)c1cccc([N+](=O)[O-])c1)=C\c1ccccc1	-7	-0.8	-6	-4	95	18	0	-0.1	-1
O=C(Nc1cccc(-c2cn3ccccc3n2)c1)C1CC1	-4	0.2	1	2	96	40	0	-0.4	-6
COc1cccc(/C=N/NC(=O)CO/N=C(\C)c2cccs2)c1OC	3	3.0	7	-6	92	2	-4	1.4	9
Cc1cc(Cl)c(OCCN2C(=O)NC(C)(C)C2=O)c(Br)c1	-6	0.0	-4	-4	90	-2	-6	-0.8	-3
CCOC(=O)c1ccccc1NC(=O)Cc1ccc(OC)c(S(=O)(=O)N2CCOCC2)c1	2	-0.8	·	4	·	·	·	-0.1	·
Cc1ccc(-c2nnc(Nc3ccc4c(c3)OCO4)c3ccccc23)cc1S(=O)(=O)NC(C)C	4	-1.0	-3	-7	91	21	-2	0.6	-2
O=[N+]([O-])c1ccc(OCc2cnc(Cl)s2)c([N+](=O)[O-])c1	-2	6.7	-12	-17	100	5	0	3.2	0
CCOc1ccc(NC(=O)CCC(=O)c2ccc(F)cc2)cc1	-10	-0.8	7	-12	100	-8	2	-1.3	-10
CS(=O)(=O)N(Cc1ccc(C(=O)NCc2ccco2)cc1)c1ccccc1	-2	0.3	-7	-5	105	26	5	1.1	-10
COc1ccc(CN2C(=O)CSC2c2ccccn2)cc1 (stereo unspecified)	-4	-0.8	-5	-15	99	38	-3	-1.0	-15
COc1ccc(C(C(=O)NC(C)(C)C)N(Cc2ccc(C)cc2)C(=O)CCC(=O)Nc2cc(C)on2)cc1 (stereo unspecified)	-1	-2.2	0	-12	104	12	2	-1.0	-6
Cc1cc(N2CCC(C)CC2)nc2cccc(O)c12	-1	-0.6	-6	-9	105	1	9	0.6	-12
Nn1cnnc1SCC(=O)Nc1ccc(C2CCCCC2)cc1	-1	0.4	4	-6	88	12	-8	0.2	-7
C[C@]12CC[C@@H]3c4ccc(O[C@@H]5O[C@H](C(=O)O)[C@@H](O)[C@H](O)[C@H]5O)cc4CC[C@H]3[C@@H]1C[C@@H](O)[C@@H]2O	·	0.0	·	-1	100	15	5	-0.3	·
CC(=O)N1c2ccccc2C(=O)C1N(C)c1ccc(C)cc1 (stereo unspecified)	-7	0.1	-7	-4	110	25	4	-0.7	-8
O=C(CN1CCOCC1)NNc1c2ccccc2nc2ccccc12	-3	0.4	18	-7	37*[inhibitor]	-8	-9	-1.4	9
COCCCn1c(=O)c2sccc2n2c(CCCC(=O)NCC3CCCO3)nnc12 (stereo unspecified)	14*	-0.8	-2	-12	101	-4	3	-0.4	-3
CN(CCc1ccccn1)C(=O)CCC1CCCN(Cc2ccccc2OC(F)F)C1 (stereo unspecified)	-3	0.8	-10	6	101	14	4	0.1	-6
Cc1ccc(NC(=O)OC(C)CNC(=O)Oc2cccc(C)c2)cc1 (stereo unspecified)	-3	-0.7	2	-3	102	-15	4	-0.1	-18
CCCCSCCCNC(=O)c1ccc(CS(=O)(=O)c2ccccc2OC)o1	-14	-2.2	-6	-13	102	9	4	2.6	-7
O=C(Nc1ncccn1)c1ccc([N+](=O)[O-])cc1[N+](=O)[O-]	-1	-0.3	·	-14	·	·	·	-0.6	·
Cc1ccccc1-n1nnnc1SCc1csc(-c2ccccc2)n1	-6	-0.1	8	-21	106	16	4	2.0	12
C/C(=C\COc1ccc2ccc(=O)oc2c1)CC[C@@H](O)C(C)(C)O	3	2.6	·	-6	·	·	·	1.9	·
COCCNC(=O)C(=O)NNC(=O)COc1ccc(OC)cc1	-4	0.3	2	-1	98	-19	-4	-0.1	-1
O=C(NNC(=O)c1cc(-c2ccccc2)nc2ccccc12)c1csc(N2CCOCC2)n1	-3	-0.7	·	-8	·	·	·	2.2	·
COc1cccc(CNS(=O)(=O)c2cccc(S(=O)(=O)N3CCOCC3)c2)c1	-3	10	0	-5	100	-8	-1	3.0	-7
CCOC(=O)C1CCC(CN(Cc2ccccc2C)S(=O)(=O)c2ccc([N+](=O)[O-])cc2)CC1 (stereo unspecified)	2	-0.2	5	-15	98	36	-5	-0.1	-2

Compound activity as filed in PubChem.
